Source: PubChem (NMMLSC)
CIT2-GFP yeast – yeast TOR pathway CIT2-GFP modulation | S. cerevisiae CIT2-GFP strain, flow cytometry, 3 h; 100 means same as DMSO wells | AID 2029 | hit rate 0.065% among 320,000 | GFP response vs DMSO, % at 10 µM;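 active means GFP response relative to DMSO above a set limit, near the screen mean plus 3 SD, cut at about 150% in these data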;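 further: ratio of well median GFP fluorescence to mean of DMSO wells on the plate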
RPL19A TOR yeast – alters RPL19A-GFP fluorescence in TOR pathway yeast screen; S. cerevisiae RPL19A-GFP strain, flow cytometry, 3 h; stronger effect = lower value; percent response vs DMSO, % at 10 µM; hit rate 0.3% among 330,000;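 active means percent response vs DMSO below 50%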;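 further: median channel GFP fluorescence of the barcoded RPL19A-GFP strain; ratio of sample median GFP to plate DMSO average so 100% = DMSO; lower means less RPL19A-GFP as with rapamycin TOR inhibition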
CR mimetic SO – yeast age-related superoxide inhibition as caloric restriction mimetic | superoxide response (% of plate mean), % at 10 µM | S. cerevisiae aged cells, superoxide DHE fluorescence; stronger effect = lower value | hit rate 0.18% among 330,000;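 active means superoxide response under a set limit, about three screen SD below normal, cut at about 65% in these data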;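 further: yeast aged for seven days with compound at 30 °C before DHE staining; 100% = average MFI of all compound-treated wells on the plate with controls excluded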
GRK2 aptamer HTS – human GRK2 inhibition via aptamer displacement. P25098. bead flow cytometry, FAM-aptamer displacement from GRK2. inhibition of aptamer binding, % at 10 µM. hit rate 0.59% among 330,000;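 active means inhibition of aptamer binding above 40%, roughly 3 SD of noise, on plates passing a quality check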;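 further: median bead fluorescence of bound FAM aptamer so fluorescent compounds give negative values; no value below 0 was filed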
Target sequence (P25098 whole entry, looked up): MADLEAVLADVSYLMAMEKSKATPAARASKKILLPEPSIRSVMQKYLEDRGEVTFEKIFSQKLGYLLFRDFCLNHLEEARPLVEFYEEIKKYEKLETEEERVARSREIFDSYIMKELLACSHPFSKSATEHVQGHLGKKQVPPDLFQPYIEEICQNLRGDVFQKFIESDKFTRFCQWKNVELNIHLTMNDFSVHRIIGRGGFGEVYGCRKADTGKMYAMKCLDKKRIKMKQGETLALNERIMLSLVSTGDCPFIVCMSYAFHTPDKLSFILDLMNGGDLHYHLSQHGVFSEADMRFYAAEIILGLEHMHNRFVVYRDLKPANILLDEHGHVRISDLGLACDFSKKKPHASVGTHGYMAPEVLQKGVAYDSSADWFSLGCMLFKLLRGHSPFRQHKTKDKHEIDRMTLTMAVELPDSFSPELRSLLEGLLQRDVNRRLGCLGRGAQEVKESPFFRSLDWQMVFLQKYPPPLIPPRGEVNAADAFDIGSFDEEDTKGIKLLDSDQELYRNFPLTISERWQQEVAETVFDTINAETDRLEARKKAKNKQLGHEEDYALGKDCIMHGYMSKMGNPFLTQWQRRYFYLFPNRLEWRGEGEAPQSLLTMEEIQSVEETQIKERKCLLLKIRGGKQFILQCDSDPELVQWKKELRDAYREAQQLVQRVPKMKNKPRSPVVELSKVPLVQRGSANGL
AGP1 TOR yeast – yeast TOR pathway AGP1-GFP modulation | hit rate 0.02% among 320,000 | GFP response vs DMSO, % at 10 µM | S. cerevisiae AGP1-GFP multiplex flow cytometry, 3 h; GFP as percent of DMSO wells;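 active means GFP response relative to DMSO above a set limit, near screen average plus 3 SD, cut at about 150% in these data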;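 further: median GFP channel fluorescence of the gated AGP1 strain per well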
MEP2 TOR yeast – alters MEP2-GFP fluorescence in TOR pathway yeast screen | S. cerevisiae MEP2-GFP strain, flow cytometry GFP, 3 h; 100% = DMSO control level | GFP response vs DMSO, % at 10 µM | hit rate 0.51% among 330,000;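 active means GFP response versus DMSO above a set limit, roughly screen mean plus 3 SD, cut at about 180% in these data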;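 further: median GFP fluorescence of the barcode-gated MEP2-GFP cells per well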
LAP4-GFP MLPCN – yeast TOR pathway LAP4-GFP modulation. S. cerevisiae LAP4-GFP multiplex, flow cytometry GFP, 3 h; median GFP as percent of DMSO wells. GFP response vs DMSO, % at 10 µM. hit rate 0.34% among 320,000. AID 2023;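 active means GFP response vs DMSO above a set limit, about the screen mean plus 3 SD, cut at about 150% in these data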
VLA-4 inh – inhibition in a human VLA-4 binding assay; inhibition, % (about 7 µM as worked out from the volumes in the protocol); AID 2557; VLA-4 expressing cells, ligand binding flow cytometry; P13612; hit rate 0.2% among 330,000; in the data active means inhibition above about 50%
An asterisk follows results filed as active; nt = no result given.

SMILES	CIT2-GFP yeast	RPL19A TOR yeast	CR mimetic SO	GRK2 aptamer HTS	AGP1 TOR yeast	MEP2 TOR yeast	LAP4-GFP MLPCN	VLA-4 inh
O=c1ccc2cc(S(=O)(=O)Nc3ccc(F)cc3)ccc2o1	93	94	107	4	99	98	104	18
O=S(=O)(c1ccc(NC2CCCCC2)cc1)N1CCOCC1	88	98	108	3	103	88	97	-12
Cc1ccc(S(=O)(=O)Cc2ccc(C(=O)N3CCCCCC3)o2)cc1	96	99	103	2	103	107	99	16
COC(=O)CSc1nc(C)cc(C)c1C#N	91	98	104	17	99	102	101	8
FC(F)Sc1nnc(-c2cccs2)n1-c1ccccc1	95	97	119	2	102	110	110	-5
CC1CCC2(CC1)NC(=O)N(CC(=O)c1ccc(CNC(=O)C(C)(C)C)s1)C2=O (stereo unspecified)	107	101	113	1	103	105	98	1
CN1CCN(c2ccccc2NC(=O)COc2ccc(Br)cc2)CC1	90	94	103	0	100	95	94	11
COc1ccc(Cl)cc1NC(=O)C1CCCN(S(C)(=O)=O)C1 (stereo unspecified)	98	102	110	2	97	95	93	2
O=[N+]([O-])c1ccccc1S(=O)(=O)NCCSCc1ccco1	99	98	106	0	100	99	98	-9
Cc1cccc(NC(=O)C(=O)NCc2ccccn2)c1	100	103	104	0	105	106	112	18
CCCn1c(N)c(C(=O)CSc2nnc(-c3ccoc3C)n2C)c(=O)n(C)c1=O	92	93	100	3	93	96	92	13
CCOC(=O)c1cccc(NC(=O)Nc2cc(OC)ccc2OC)c1	99	94	103	15	95	103	103	22
CC(/C=C/c1ccccc1)=N/NC(=O)c1cccc(Br)c1	106	108	101	4	103	107	99	6
O=C(NNC(=S)Nc1ccccc1)c1cc(Br)ccc1Cl	93	96	97	46*	95	91	95	0
O=C(c1ccc(S(=O)(=O)N2CCCCCC2)cc1)N1CCCC(C(F)(F)F)C1 (stereo unspecified)	98	100	92	0	110	102	105	6
COc1ccc(OC)c(NC(=O)c2ccccc2NS(=O)(=O)c2cccc3cccnc23)c1	93	95	88	0	96	100	93	12
CC(C)C[C@@H]1CN=C(N)N1C[C@@H]1CCCN1C[C@H](C)N1C[C@@H](Cc2ccccc2)N(CCc2ccc(Cl)c(Cl)c2)C1=N	96	94	118	0	97	97	97	10
CCOc1cc(/C=C(\CC(=O)O)c2nc3ccccc3s2)ccc1OC	97	99	116	0	91	102	94	6
CCN1C(=O)C(CC(=O)Nc2ccc(OC)cc2)N(CCc2ccccc2)C1=S (stereo unspecified)	93	94	95	2	100	101	101	-8
COC(=O)Cc1c(O)ccn(CCc2c[nH]c3ccc(OC)cc23)c1=O	98	94	91	0	105	98	101	4
O=C(NNC(=O)C1CCCCC1)C(=O)NC1CCCCC1	126	106	84	3	107	177*	155*	7
COc1ccccc1C(=O)NCCC(=O)Nc1ccc(S(=O)(=O)N2CCCC(C)C2)cc1 (stereo unspecified)	94	95	94	0	95	97	95	20
CCN(CC)S(=O)(=O)c1ccc(Cl)c(C(=O)NC2CCN(Cc3ccccc3)CC2)c1	95	97	108	0	96	95	92	1
O=C(c1cccc(S(=O)(=O)N2CCOCC2)c1)N1CCCCCC1	101	91	90	4	92	98	95	4
O=C(Cc1cccs1)Nc1cccc(-c2nc3ccccc3o2)c1	88	102	101	1	99	103	105	-1
CC(C)C(=O)Nc1nnc(Cc2c[nH]c3ccccc23)s1	88	97	95	3	100	94	101	-4
CCNc1nc(SC)nc(N(C#N)CC(=O)OC)n1	90	95	107	0	98	99	88	18
CCOc1cnc(-c2ccc(Cl)cc2)o1	115	99	72	0	100	97	101	0
COc1ccc(CNC(=O)CCc2nc3cc(S(=O)(=O)N(C)C)ccc3n2C)cc1OC	95	98	104	0	103	97	101	2
CN(C)c1ccc(CN(C(=O)/C=C/c2ccco2)C2CCS(=O)(=O)C2)cc1 (stereo unspecified)	93	97	127	3	100	89	94	10
O=C(CN1CCC(NC(=O)c2ccccc2)CC1)NCc1ccccc1F	92	99	103	0	100	86	92	16
O=C(NCCSCc1ccccc1)c1ccccc1	96	105	93	4	95	108	99	29
COc1ccc(NC2CCCN(C(=O)CCN3CCCC3=O)C2)cc1OC (stereo unspecified)	102	108	102	5	95	100	86	6
CNC(=O)/C(C#N)=C/c1c(N2CCN(c3ccc(OC)cc3)CC2)nc2c(C)cccn2c1=O	104	104	95	0	110	104	nt	1
O=C(CSc1nnc(Cc2cc(=O)[nH]c(=O)[nH]2)n1-c1ccccc1)N1CCCCC1	96	95	99	0	98	97	99	4
COc1ccc(-n2c(=O)c3ccccc3n(CC(=O)NC3CCCC3)c2=O)c(OC)c1	89	97	96	3	104	92	80	-5
Cc1ccc2cc(COC(=O)C3CCCO3)c(=O)[nH]c2c1 (stereo unspecified)	96	91	98	0	94	96	91	-12
Cc1cccc(Nc2nnc(SCC(=O)Nc3ccccc3[N+](=O)[O-])s2)c1	99	102	112	2	97	105	93	18
COc1cccc(/C=C/C(=O)OCC(=O)Nc2ccccc2Sc2ccccc2)c1	104	106	97	3	105	105	93	-10
COc1ccc(CN(C(=O)c2ccccc2OC)C2CCS(=O)(=O)C2)cc1 (stereo unspecified)	91	84	108	0	87	87	87	-8
CN(C)S(=O)(=O)c1ccc(C(=O)N2CCN(C(=O)C3CCCO3)CC2)cc1 (stereo unspecified)	101	100	93	2	102	97	99	4
O=C(CCc1nc2ccccc2[nH]c1=O)OCc1ccc(S(=O)(=O)N2CCOCC2)cc1	101	100	99	0	108	105	103	21
CCCC(c1nnnn1C1CCCC1)N1CCN(C(=O)c2ccco2)CC1 (stereo unspecified)	113	105	93	0	107	112	110	7
C[C@H](NC(=O)c1nc[nH]c1C(=O)N[C@H](C)c1ccccc1)C(=O)OC(C)(C)C	97	109	103	3	97	102	113	-7
Cc1ccnc(NC(=O)c2ccc(NS(=O)(=O)/C=C/c3ccccc3)cc2)c1	87	95	103	0	100	94	105	6
Cc1ccc(NC(=S)NC(=O)CC2CC(C)(C)OC2=O)cc1 (stereo unspecified)	100	103	108	0	103	101	93	18
O=C(Nc1ccccc1Cl)C1CCCN1C(=O)OCc1ccccc1 (stereo unspecified)	109	105	94	1	103	114	90	8
NS(=O)(=O)c1ccc(CNS(=O)(=O)c2cc(C(=O)O)ccc2Cl)cc1	109	111	81	14	107	113	88	16

Reprinted from above (16 entries):
SMILES	CIT2-GFP yeast	RPL19A TOR yeast	CR mimetic SO	GRK2 aptamer HTS	AGP1 TOR yeast	MEP2 TOR yeast	LAP4-GFP MLPCN	VLA-4 inh
O=C(CN1CCC(NC(=O)c2ccccc2)CC1)NCc1ccccc1F	92	99	103	0	100	86	92	16
O=C(NCCSCc1ccccc1)c1ccccc1	96	105	93	4	95	108	99	29
COc1ccc(NC2CCCN(C(=O)CCN3CCCC3=O)C2)cc1OC (stereo unspecified)	102	108	102	5	95	100	86	6
CNC(=O)/C(C#N)=C/c1c(N2CCN(c3ccc(OC)cc3)CC2)nc2c(C)cccn2c1=O	104	104	95	0	110	104	nt	1
O=C(CSc1nnc(Cc2cc(=O)[nH]c(=O)[nH]2)n1-c1ccccc1)N1CCCCC1	96	95	99	0	98	97	99	4
COc1ccc(-n2c(=O)c3ccccc3n(CC(=O)NC3CCCC3)c2=O)c(OC)c1	89	97	96	3	104	92	80	-5
Cc1ccc2cc(COC(=O)C3CCCO3)c(=O)[nH]c2c1 (stereo unspecified)	96	91	98	0	94	96	91	-12
Cc1cccc(Nc2nnc(SCC(=O)Nc3ccccc3[N+](=O)[O-])s2)c1	99	102	112	2	97	105	93	18
COc1cccc(/C=C/C(=O)OCC(=O)Nc2ccccc2Sc2ccccc2)c1	104	106	97	3	105	105	93	-10
COc1ccc(CN(C(=O)c2ccccc2OC)C2CCS(=O)(=O)C2)cc1 (stereo unspecified)	91	84	108	0	87	87	87	-8
CN(C)S(=O)(=O)c1ccc(C(=O)N2CCN(C(=O)C3CCCO3)CC2)cc1 (stereo unspecified)	101	100	93	2	102	97	99	4
O=C(CCc1nc2ccccc2[nH]c1=O)OCc1ccc(S(=O)(=O)N2CCOCC2)cc1	101	100	99	0	108	105	103	21
CCCC(c1nnnn1C1CCCC1)N1CCN(C(=O)c2ccco2)CC1 (stereo unspecified)	113	105	93	0	107	112	110	7
C[C@H](NC(=O)c1nc[nH]c1C(=O)N[C@H](C)c1ccccc1)C(=O)OC(C)(C)C	97	109	103	3	97	102	113	-7
Cc1ccnc(NC(=O)c2ccc(NS(=O)(=O)/C=C/c3ccccc3)cc2)c1	87	95	103	0	100	94	105	6
Cc1ccc(NC(=S)NC(=O)CC2CC(C)(C)OC2=O)cc1 (stereo unspecified)	100	103	108	0	103	101	93	18

Further records.
SMILES	CIT2-GFP yeast	RPL19A TOR yeast	CR mimetic SO	GRK2 aptamer HTS	AGP1 TOR yeast	MEP2 TOR yeast	LAP4-GFP MLPCN	VLA-4 inh
COc1ccc(N=Nc2c(N)n[nH]c2N)cc1	99	91	94	0	104	89	102	13
Cc1oc(C(C)(C)C)cc1C(=O)Nc1cccc(C(=O)O)c1	104	101	132	1	104	106	107	4
CCN(CC)S(=O)(=O)c1cc(C(=O)OCC(=O)c2ccc3c(c2)NC(=O)CO3)ccc1F	101	nt	110	0	99	97	100	5
N#CCC(=O)Nc1ccc(C(=O)NCCC(c2ccccc2)c2ccccc2)cc1	100	100	109	0	97	106	94	0
Cc1ccc(OCC(=O)N/N=C\c2ccc(C)o2)c(C)c1	102	107	83	4	91	93	117	-1
C=CCC1c2cccc(C(=O)OC)c2C(=O)N1c1ccccc1 (stereo unspecified)	94	99	88	0	96	95	92	-9
COc1ccc(N2CCN(C(=O)CSc3nnc4c(C)cc5ccccc5n34)CC2)cc1	98	99	86	1	92	104	90	-11
CCN(CC)S(=O)(=O)c1ccc(C(=O)NCC(c2ccc(OC)cc2)N2CCOCC2)cc1 (stereo unspecified)	102	103	80	0	106	105	105	3
CCOc1ccc(N2C(=O)CCC2=O)cc1	91	99	95	0	99	91	96	10
COc1ccc(OC)c(-c2csc(N(CC3CCCO3)C(=O)C3CCCCC3)n2)c1 (stereo unspecified)	103	115	90	1	136	110	108	6
COCCNC(=O)Cn1cc(C(=S)N2CCOCC2)c2ccccc21	103	94	89	1	101	99	100	-4
CCCN1C(=O)c2ccccc2NC1c1ccc(Cl)cc1 (stereo unspecified)	96	101	94	11	100	110	104	3
COc1ccccc1OC(C)C(=O)N1CCN(Cc2ccc3c(c2)OCO3)CC1 (stereo unspecified)	95	92	111	1	89	96	85	1
Cc1cn2c(nc1=O)OC1C(O)C(COC(=O)c3ccccc3)OC12 (stereo unspecified)	96	94	103	2	100	100	104	7
COc1ccc2c(c1)CCc1sc(NC(=O)c3ccco3)nc1-2	80	93	96	0	89	99	117	-13
C/C(=N/N1CCN(Cc2ccccc2)CC1)c1ccc(Br)cc1	109	106	97	1	100	110	97	2
CCOc1ccc(OCCOc2ccc(/C=C/C(=O)O)cc2OCC)cc1	111	99	104	4	102	99	103	-1
CC(C)CN(C(=O)C1CCCO1)C1CCS(=O)(=O)C1 (stereo unspecified)	103	100	105	1	109	102	104	0
